Screening results deposited in PubChem by National Center for Advancing Translational Sciences (NCATS).
SMN2 splice up: SMN2 splice variant enhancement | HEK293 SMN2-luciferase splicing reporter, luminescence, 30-36 h | Potency, µM (highest dose often 46.1 µM), without a hit: at the highest dose activity change, positive = activation, most hits filed as activators | hit rate 2.8% among 210,000 | AID 1458; further: % of control where 0% means no effect; nearly all actives have a fitted effect of over 55% in size
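HEK293 cells carry an SMN2 […]–luciferase reporter in which exon 7 inclusion puts luciferase in frame. Cells were plated 10-12 h before compound addition, then incubated 30-36 h at 37C. ONE-Glo luminescence was read; sodium butyrate at 4.5 mM final served as control.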
Tau ThT inhib: blocks human tau fibril formation measured by thioflavin T; hit rate 2.1% among 270,000; P10636; AID 1460; recombinant tau K18 P301L, heparin-induced fibrillization, ThT fluorescence; Potency, µM (series often up to 57.4 µM), for the others: top-dose activity, negative = inhibition, usual class: inhibitors; further: on the % scale 0 is the no-effect control and ±100 the full control effect; nearly all actives have a fitted effect of over 55% in size
Target sequence (P10636 561-689 P618L limits assumed): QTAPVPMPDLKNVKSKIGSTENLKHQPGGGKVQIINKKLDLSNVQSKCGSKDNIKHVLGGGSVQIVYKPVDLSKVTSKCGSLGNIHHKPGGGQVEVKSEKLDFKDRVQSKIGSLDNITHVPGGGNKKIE
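Using a mix of unlabeled (15 uM) and Alexa 594-labeled (0.24 uM) tau K18 P301L, heparin-triggered fibrillization over 6 hr at 37 C was scored by ThT fluorescence.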
Active calls of the source: *; ? = inconclusive; [ ] = another dose, or the depositor's remark. The call rests on the fitted dose curve; in most records, active means well fitted curve in the direction sought with a large enough effect; inconclusive means small, poorly fitted or top-dose-only effect, or another doubt; inactive means no such curve, though single readings can be large; an effect the other way counts as inactive or inconclusive. Potency means the concentration at half of the fitted maximal effect.

#	molecule	SMN2 splice up	Tau ThT inhib
1	Cc1ccc(OCCCn2c(-c3ccc(Cl)cc3)nc3ccccc3c2=O)c(C)c1	-11.7%	-8.7%
2	COc1ccc(CCn2c3c(c(=O)[nH]c2=O)C(NC(=O)c2ccc(C(C)(C)C)cc2)(C(F)(F)F)C(=O)N3)cc1OC (stereo not drawn)	0.2%	-5.4%
3	CCCCC(=O)Nc1ccc(OCc2cc(=O)n3c(C)csc3n2)cc1	-9.3%	?
4	CCN(CC)C(=O)Cn1c(=O)n(CCCCCC(=O)NCc2ccc(C)cc2)c(=O)c2sccc21	-7.5%	7.0%
5	CCc1ccccc1NC(=O)CCCSc1nc(-c2ccco2)cc(C(F)(F)F)n1	4.5%	1.1%
6	Cc1ccc(S(=O)(=O)Nc2cc3c(C(=O)OCc4ccccc4)c(C)oc3c3ccccc23)cc1	13.2%	-2.9%
7	O=C(COc1ccc(Cl)cc1Cl)Nc1cccc2cccnc12	-2.8%	-0.2%
8	CC(C)(C)c1ccc(Oc2nc3ccccn3c(=O)c2/C=C(\C#N)c2nc3ccccc3[nH]2)cc1	1.9%	-8.0%

Among those listed so far, 2 contain a tert-butyl group:
#	molecule	SMN2 splice up	Tau ThT inhib
2	COc1ccc(CCn2c3c(c(=O)[nH]c2=O)C(NC(=O)c2ccc(C(C)(C)C)cc2)(C(F)(F)F)C(=O)N3)cc1OC (stereo not drawn)	0.2%	-5.4%
8	CC(C)(C)c1ccc(Oc2nc3ccccn3c(=O)c2/C=C(\C#N)c2nc3ccccc3[nH]2)cc1	1.9%	-8.0%

The main list resumes, starting 2 compounds before the break.
#	molecule	SMN2 splice up	Tau ThT inhib
7	O=C(COc1ccc(Cl)cc1Cl)Nc1cccc2cccnc12	-2.8%	-0.2%
8	CC(C)(C)c1ccc(Oc2nc3ccccn3c(=O)c2/C=C(\C#N)c2nc3ccccc3[nH]2)cc1	1.9%	-8.0%
9	CCc1ccc(C2c3c(oc4ccc(F)cc4c3=O)C(=O)N2CCc2ccc(OC)cc2)cc1 (stereo not drawn)	5.0%	-3.2%
10	Cc1nn2c(-c3cccc(NC(=O)c4ccc(Cl)cc4)c3)nnc2c2ccccc12	-4.3%	-17.0%
11	COc1ccc(NC(=O)Cn2ncc3c2-c2ccccc2OC3)cc1Cl	-29.2%	5.3%
12	COc1ccc(C(CNC(=O)COc2ccc(C)cc2)N2CCCCC2)cc1 (stereo not drawn)	2.5%	-0.8%
13	COC(=O)c1ccccc1NC(=O)Cn1c(=O)n(-c2cccc(C(F)(F)F)c2)c(=O)c2c(C)c(C)sc21	1.1%	4.8%
14	COc1ccccc1N1CCN(c2cc(C)nc3nc(-c4ccc(Cl)cc4)nn23)CC1	13.4%	-2.8%
15	N#C/C(=C\c1cc(Br)c(O)c(Br)c1)c1nc2ccccc2c(=O)[nH]1	-7.4%	?
16	COc1cc(OC)c(NC(=O)CCc2c(C)nc3c4c(C)cc(C)nc4nn3c2C)cc1Cl	13.9%	?
17	CCOc1ccc(S(=O)(=O)N(CC(=O)NCCSc2ccccc2)c2ccccc2)cc1	-6.6%	4.8%
18	O=C(COC(=O)c1cccc(NC(=O)c2ccc(Br)cc2)c1)c1ccc(Cl)cc1	?	-7.6%
19	COc1ccc(OC)c(CCNC(=O)Cn2nc(C)n3c(cc4sccc43)c2=O)c1	-0.7%	-9.6%
20	COc1ccc(CNC(=O)CS(=O)Cc2nc(-c3ccc(OC)c(OC)c3)oc2C)cc1 (stereo not drawn)	-4.9%	-13.4%
21	Cc1ccc(C)c(NC(=O)Cn2c(=O)n(Cc3ccc4c(c3)OCO4)c(=O)c3ccccc32)c1	-2.3%	10.0%
22	CCC(=O)N1c2ccc(S(=O)(=O)CCC(=O)NCc3ccc(OC)cc3)cc2CC1C (stereo not drawn)	-15.0%	-5.8%
23	COc1cccc(-c2oc3ccc(C)cc3c(=O)c2O)c1	10µM*	?
24	Cc1ccc2oc(=O)n(CCNC(=O)Nc3ccc(C)c(F)c3)c2c1	-20.6%	2.6%
25	CCOc1ccccc1N1CC(c2nc3ccccc3n2CCCCOc2ccccc2)CC1=O (stereo not drawn)	-3.1%	?
26	CCN1CCN(C(=O)c2ccc3c(c2)N(Cc2ccccc2F)C(=O)c2ccccc2S3=O)CC1 (stereo not drawn)	7.1%	4.1%
27	CCn1c(=O)cc(SCC(=O)NCc2ccc(OC)cc2OC)c2ccccc21	-4.9%	-0.9%
28	O=C(Nc1noc2ccccc12)c1ccc(F)cc1	?	-4.6%
29	Cc1c(NC(=O)c2sc3c([N+](=O)[O-])cccc3c2Cl)cccc1-c1nc2ccccc2o1	26.2%	-1.2%
30	Cc1cc(C)cc(Oc2nc3c(C)cccn3c(=O)c2/C=C(\C#N)c2nc3ccccc3[nH]2)c1	1.6%	-13.1%
31	Cc1cc(C)cc(Nc2cc(C(=O)NC3CCC(C)CC3)c3ccccc3n2)c1 (stereo not drawn)	26.6%	-0.5%
32	COc1ccc(-c2cc3nc(-c4ccccc4)cc(C(F)(F)F)n3n2)cc1	0.8%	-10.8%
33	CC(C)CN(CCNC(=O)c1cn(C)c2ccc(S(=O)(=O)N3CCCCCC3)cc2c1=O)CC(C)C	7.2%	-3.4%
34	CCn1c(=N)c(C(=O)NC2CCCCC2)cc2c(=O)n3cc(C)ccc3nc21	-3.3%	-8.8%
35	CC(CCc1ccccc1)NC(=O)Cn1ncc2c3ccccc3n(Cc3ccccc3F)c2c1=O (stereo not drawn)	-12.9%	10.0%
36	CCn1c(=O)c2sccc2n2c(CCC(=O)Nc3ccc(OC)c(Cl)c3)nnc12	-11.1%	-1.6%
37	Cc1ccccc1/C=C(\C#N)c1nc(-c2ccc(Cl)cc2)cs1	-7.4%	?
38	Cc1ccc(C)c(NC(=O)Cc2coc3cc(C)cc(C)c23)c1	-2.4%	-13.6%
39	CC(=O)N1CCc2cc(S(=O)(=O)CCC(=O)N3CCN(c4cccc(C)c4C)CC3)ccc21	-8.5%	?
40	CC(C)OCCCNC(=O)CN1C(=O)COc2ccc(S(=O)(=O)N3CCOCC3)cc21	-2.5%	-6.8%
41	Cc1cccc(-n2c3nc(=O)n(C)c(=O)c-3cc3ccc(Cl)cc32)c1C	-7.2%	-3.8%
42	Cc1cc(C)c2c(n1)nn1c(C)c(CCC(=O)NCc3ccccc3Cl)c(C)nc21	10.4%	?
43	O=C(NC1CCCCC1)c1ccc(CSc2nc3ccncc3n2Cc2ccc(F)cc2)cc1	-10.6%	-16.4%
44	CCCNC(=O)CN1C(=O)COc2ccc(S(=O)(=O)N3CCCCCC3)cc21	7.6%	2.0%
45	CCc1ccccc1NC(=O)C(NS(=O)(=O)c1ccc2c(c1)CCC(=O)N2)c1ccccc1 (stereo not drawn)	0.4%	-6.0%
46	COCc1cc(C)nc2sc3c(c12)NC(c1ccc(O)c(OC)c1)N(c1ccccc1)C3=O (stereo not drawn)	29.9%	-16.9%
47	Cc1cccc(OCc2nnc(SCC(=O)Nc3ccc(C)cc3C)o2)c1	-5.8%	-6.4%
48	CCCCOC(=O)c1ccc(NC(=O)Cn2nnc3sc4c(c3c2=O)CCCC4)cc1	2.0%	1.4%
49	Cc1nc2c(-c3ccc(F)cc3)c(C)nn2c(C)c1CCC(=O)NCc1ccc(F)cc1	1.3%	2.6%
50	CCc1ccc(NC(=O)C(C)n2nnc3sc(-c4ccccc4)cc3c2=O)cc1 (stereo not drawn)	9.8%	28.2µM*
51	O=C(c1ccc2c(c1)N(Cc1c(F)cccc1Cl)C(=O)c1ccccc1S2)N1CCOCC1	-3.2%	-8.3%
52	CCC(C)n1c(=N)c(S(=O)(=O)c2ccccc2)cc2c(=O)n3ccccc3nc21 (stereo not drawn)	-6.2%	?
53	COc1ccc(NC(=O)C2CCCN(S(=O)(=O)c3ccc(Cl)cc3)C2)cc1 (stereo not drawn)	3.0%	12.5%
54	CC1=C(C(=O)Nc2ccc(Cl)cc2)C(CC(C)C)n2nc(SCc3ccccc3C)nc2N1 (stereo not drawn)	-0.3%	-4.5%
55	Cc1ccc(/C=C(\C#N)C(=O)Nc2ccc(Br)cc2)o1	3.16µM*	-7.8%
56	CCOc1ccc(NC(=O)c2cnn(-c3ccccc3)c2-n2cccc2)cc1	5.2%	?
57	Fc1ccc(Cc2cn3cc(-c4ccc(F)cc4)nc3s2)cc1	3.16µM*	-4.3%
58	Cc1ccc(Cl)cc1NC(=O)Cn1c(=O)n(Cc2ccc(C(=O)NCc3ccc4c(c3)OCO4)cc2)c(=O)c2ccccc21	7.4%	7.2%
59	CC(=O)c1cccc(NC(=O)c2cc(-c3ccc(Cl)s3)nc3ccccc23)c1	-12.1%	6.0%
60	Cc1cccc(N2CCN(c3nc4ccccc4c(=O)n3-c3ccc(Cl)cc3)CC2)c1C	-7.0%	-9.4%
61	CCC(=O)N1c2ccc(S(=O)(=O)N3CCN(c4ccccc4Cl)CC3)cc2CC1C (stereo not drawn)	-43.7%[inhibitor]	-7.4%
62	CCCCSc1ncnc2c1sc1nc(N3CCOCC3)c3c(c12)CCCC3	3.0%	-6.2%
63	CCOc1ccc(CN2C(=O)c3ccccc3Sc3ccc(C(=O)NCCc4ccccc4)cc32)cc1	20.6%	1.5%
64	CCOC(=O)c1ccc(NC(=O)CC2Nc3cccc4cccc(c34)NC2=O)cc1 (stereo not drawn)	-7.0%	12.6µM*

From compound 1 up to 2, copied from above:
#	molecule	SMN2 splice up	Tau ThT inhib
1	Cc1ccc(OCCCn2c(-c3ccc(Cl)cc3)nc3ccccc3c2=O)c(C)c1	-11.7%	-8.7%
2	COc1ccc(CCn2c3c(c(=O)[nH]c2=O)C(NC(=O)c2ccc(C(C)(C)C)cc2)(C(F)(F)F)C(=O)N3)cc1OC (stereo not drawn)	0.2%	-5.4%

Later entries
#	molecule	SMN2 splice up	Tau ThT inhib
65	CCOc1cc(C(=O)N2CC(=O)Nc3ccc(C)cc3C2c2ccccc2)cc(OCC)c1OCC (stereo not drawn)	-6.1%	-11.6%
66	COc1cccc2c1cc1c(=O)n(CC(=O)NC3CCCCC3)nc(C)n12	-10.5%	-5.2%
67	COc1ccc(CNCCC(c2ccc(C)cc2)c2ccco2)cc1 (stereo not drawn)	-1.1%	-6.0%
68	CSc1ccc(CCNC(=O)C2=C(C)C(=O)OC23CCCCC3)cc1	-4.5%	5.3%
69	COC(=O)c1c(SC)nc2ccccc2c1OCc1ccc(Br)cc1	-27.0%	?
70	Cc1ccc(NC(=O)/C=C/c2ccccc2Cl)cc1Cl	?	0.4%
71	CCOc1ccc(C2CC(=O)Nc3c2c(=O)[nH]c2ncnn32)cc1 (stereo not drawn)	-2.8%	-3.0%
72	Cc1c(Cl)cccc1NC(=O)c1ccc2c(c1)CCN2S(=O)(=O)c1ccccc1	-2.7%	-1.9%
73	N#Cc1ccc(C(=O)Nc2ccc(Cl)c(-c3nc4cc(Cl)ccc4o3)c2)c(F)c1	-14.5%	-11.3%
74	Cc1ccc(OCC(=O)Nc2ccc(OCc3cc(=O)n4ccsc4n3)cc2)cc1C	-8.8%	?
75	O=C(NCC1CCN(Cc2cccc(Cl)c2)CC1)Nc1cc(Cl)ccc1Cl	-33.2%[inhibitor]	-5.1%
76	CCOc1ccc(-n2nc(CO)c(C(=O)NCCCc3ccccc3)n2)cc1	-1.0%	?
77	Cc1ccc2cc3cc(C(=O)N4CCN(c5ccccc5)CC4)sc3nc2c1	4.7%	-6.5%
78	Cc1cc(Cl)ccc1OCC(=O)N(Cc1ccco1)Cc1ccco1	-6.3%	-13.0%
79	Cc1cc(C)cc(OCc2cc(=O)n3cc(C)sc3n2)c1	-11.1%	?
80	CCCOc1ccc(CNC(=O)C2CCN(C(=O)c3sccc3-n3cccc3)CC2)cc1	-19.2%	?
81	N#C/C(=C\c1ccccc1)C(=O)Nc1sc2c(c1C(N)=O)CCC2	-0.6%	1.41µM*
82	Cn1c2ccccc2c2cnn(CC(=O)Nc3ccccc3F)c(=O)c21	2.5%	0.3%
83	CCN(C(=O)c1cc2c(s1)-c1c(C)cccc1OC2)c1ccccc1F	10.3%	?
84	COc1cc2c(cc1OC)C(c1ccc(F)cc1)N(c1ccc(F)cc1)C(=O)C2 (stereo not drawn)	23.0%	-13.5%
85	COc1cccc(-n2c(=O)c3sc4ccccc4c3n(CC(=O)NC3CCCCC3)c2=O)c1	8.5%	7.0%
86	CCCOC(=O)CSc1ncnc2sc3c(c12)CCC(C)C3 (stereo not drawn)	-0.8%	?
87	O=c1n(Cc2ccccc2)nc2n1-c1cc(Cl)ccc1OC2	9.3%	1.8%
88	COc1ccccc1C(=O)NC1(C(F)(F)F)C(=O)NC(C)=C1C#N (stereo not drawn)	4.4%	-1.3%
89	Cc1cccc(CC(=O)N2CC(=O)Nc3ccc(Br)cc3C2c2ccc(F)cc2)c1 (stereo not drawn)	-8.8%	-16.3%
90	CCc1cc(=O)oc2c(C)c3c(cc12)CN(CCc1ccccc1OC)CO3	-8.2%	?
91	CCCCN(CC)CCCNC(=O)CS(=O)(=O)Cc1nc(-c2ccc(C)cc2)oc1C	-4.7%	2.5%

Rewritten screen by screen: two of the compounds above
82. Cn1c2ccccc2c2cnn(CC(=O)Nc3ccccc3F)c(=O)c21
91. CCCCN(CC)CCCNC(=O)CS(=O)(=O)Cc1nc(-c2ccc(C)cc2)oc1C
assay / entry	82	91
SMN2 splice up	2.5%	-4.7%
Tau ThT inhib	0.3%	2.5%

Not all compounds are listed, so the mix of outcomes need not match the whole.
